D1 potentiator: potentiators of human D1 dopamine receptor; AID 504651; P21728; HEK293 TREx D1 cells, calcium flux, dopamine EC20 potentiation; potentiation, % at 10 µM; actives 0.036% (n = 360,000); in the data active means potentiation above about 30%; further: 0% is about no effect
TRHR ag: agonists of human TRH receptor. P34981. TRHR cells, calcium flux fluo-8, FDSS agonist mode. activation, % at 2 µM. actives 0.18% (n = 360,000). AID 493084; further: 0% is about no effect
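Steps: seed TRHR cells overnight; add fluo-8 no-wash Ca dye, RT 30 min–1.5 h; record 10 s baseline; pin-transfer compounds; monitor fluorescence 1 cycle/s for the agonist window. Calcium increases flag candidate agonists.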
D2 agonist: D2 dopamine receptor (human) agonism; P14416; HEK293 T-REx D2 cells, calcium flux agonist mode; activation, % at 2 µM; actives 0.53% (n = 340,000);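 active means activation over 3 SD above normal in the single-dose calcium agonist read, cut at about 30% in these data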; further: 0% is about no effect
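Agonism scored from kinetic calcium signal (1 read/sec, 180 s) following compound pin transfer, after a 10 s baseline. Cells: HEK293 Trex line expressing inducible D2 receptor coupled to calcium, dye-loaded after overnight culture at 30 C.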
TRHR enhancer: allosteric enhancers of human TRH receptor. P34981. TRHR cells, fluo-8 calcium fluorescence, EC20 TRH enhancement. enhancement, % at 2 µM. actives 0.66% (n = 360,000). AID 493056; in the data active means enhancement above about 30%; further: 0% is about no effect
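Enhancer read-out: after compound pinning and an initial kinetic agonist-mode read, an EC20 of TRH (10 nM final) was injected and fluo-8 calcium signal (Ex 480/Em 530) followed at 1 s/cycle for 100 cycles in TRHR-expressing cells.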
D1 agonist: agonists of human D1 dopamine receptor | P21728 | HEK293 T-REx D1 cells, calcium flux, agonist mode | activation, % at 2 µM | actives 1% (n = 360,000) | AID 504660; further: 0% is about no effect
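Tetracycline-induced HEK293 TREx D1 cells, force-coupled to calcium signalling, were dye-loaded with a no-wash calcium kit. Compound was pin-added after a 10 s baseline. Fluorescence was read kinetically at 1 cycle/s for 180 s, with calcium rises flagged as agonism.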
RXFP1 antag: RXFP1 (human) relaxin receptor antagonism | Q9HBX9 | actives 0.59% (n = 350,000) | activity change, negative = inhibition, % at 57.5 µM | HEK293-RXFP1, relaxin-stimulated cAMP HTRF, 30 min; stronger effect = lower value;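 active means activity change of -60% or lower, but not beyond a set lower limit; inconclusive means change between -60% and -40%, or beyond the set limit; inactive means change above -40%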; further: on the % scale 0 is the no-effect control and ±100 the full control effect
Target sequence (Q9HBX9 whole entry, looked up): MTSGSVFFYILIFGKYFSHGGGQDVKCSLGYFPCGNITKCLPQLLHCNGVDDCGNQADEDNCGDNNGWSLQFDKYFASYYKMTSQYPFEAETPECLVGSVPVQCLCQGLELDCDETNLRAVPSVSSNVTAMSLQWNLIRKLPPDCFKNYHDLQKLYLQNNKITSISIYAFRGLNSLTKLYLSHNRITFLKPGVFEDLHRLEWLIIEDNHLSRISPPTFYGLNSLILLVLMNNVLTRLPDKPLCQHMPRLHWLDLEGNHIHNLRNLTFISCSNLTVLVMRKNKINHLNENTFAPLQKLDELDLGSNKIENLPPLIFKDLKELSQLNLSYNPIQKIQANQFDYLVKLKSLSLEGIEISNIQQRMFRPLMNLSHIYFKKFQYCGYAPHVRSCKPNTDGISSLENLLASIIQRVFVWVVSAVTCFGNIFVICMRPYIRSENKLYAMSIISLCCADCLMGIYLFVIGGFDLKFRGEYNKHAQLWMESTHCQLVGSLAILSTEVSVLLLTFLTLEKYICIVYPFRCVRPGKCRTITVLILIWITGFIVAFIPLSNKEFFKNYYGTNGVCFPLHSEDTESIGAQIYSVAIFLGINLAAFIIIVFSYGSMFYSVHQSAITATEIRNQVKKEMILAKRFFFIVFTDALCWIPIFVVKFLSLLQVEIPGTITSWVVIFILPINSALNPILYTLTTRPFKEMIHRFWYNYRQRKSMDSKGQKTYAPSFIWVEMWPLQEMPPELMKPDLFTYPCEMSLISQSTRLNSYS
D2 antagonist: antagonizes the human D2 dopamine receptor | P14416 | HEK293 TREx D2 cells, calcium flux, dopamine EC80 | inhibition, % at 10 µM | actives 2% (n = 340,000) | AID 485344; in the data active means inhibition above about 30%; further: 0% is about no effect
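In this primary screen, negative modulation is detected by tracking calcium flux after an EC80 dopamine challenge in inducible HEK293 T-REx D2 cells preexposed to test compound for 180 s.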
D1 antag: human D1 dopamine receptor antagonism | HEK293 TREx D1 cells, calcium flux, dopamine EC80; stronger effect = lower value | actives 3.2% (n = 360,000) | P21728 | activity change, negative = inhibition, % at 10 µM | AID 504652; in the data active means activity change below about -30%; further: on the % scale 0 is the no-effect control and ±100 the full control effect
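Inducible Hek293 Trex D1 cells (tetracycline, overnight, 30 C). Calcium dye 30–90 min RT. Antagonist mode: EC80 dopamine added after 180 s compound read.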
D2 potentiator: positive allosteric modulators of human D2 dopamine receptor; P14416; actives 0.34% (n = 340,000); potentiation, % at 10 µM; HEK293 T-REx D2, calcium flux, EC20 dopamine potentiation;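 active means potentiation over 3 SD above the plate norm, cut at about 30% in these data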; further: 0% is about no effect
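Potentiation of an EC20 dopamine calcium response is measured in a force-coupled, tetracycline-inducible Hek293 Trex D2 line. Compound-only kinetic reads over 180 s flag agonists before dopamine addition.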
* hit, by the source's call; u = inconclusive; x = no result given; & = joins results of further samples. Unless noted, no stated cut-off is given here; in the data, active means activation above about 30%; inactive means the rest.

SMILES	D1 potentiator	TRHR ag	D2 agonist	TRHR enhancer	D1 agonist	RXFP1 antag	D2 antagonist	D1 antag	D2 potentiator
Cc1ccc(C(=O)NC(C)c2ccccc2)cc1S(=O)(=O)N1CCOCC1 (configuration not stated)	3	-0.3	0.4	-4	2	-1	-13	1	-2
CCOc1ccc(Nc2cc(C)c3ccccc3n2)cc1	5	-0.6	x	-4	1	-25	x	-3	-3
O=C(Nc1ccc(Cl)cn1)c1cccc(S(=O)(=O)N2CCCCC2)c1	x	-1.6	-2.4	11	31*	-17	-11	7	2
O=C(OCc1csc(-c2ccccc2)n1)C1=NN(c2ccccc2)C(=O)CC1	-10	-0.2	0.3	0	0	-2	-18	-36*	10
Cc1cc(=O)oc2cc(OCC(=O)Nc3ccc4[nH]c(=O)[nH]c4c3)ccc12	-5	0.3	0.4	-1	1	-14	-3	8	-2
CN1CCN(c2ccc([N+](=O)[O-])cc2C(=O)N2CCOCC2)CC1	-2	0.9	0.0	11	4	-2	-7	29	1
CC(=O)N(CC(=O)Nc1sc(C)c(C)c1C(N)=O)Cc1ccccc1	-3	-0.5	-1.9	0	1	-12	13	-2	-2
CCOC(=O)c1cccc(C2=CC(=O)C[C@H](c3ccc(Cl)cc3)C2)c1	-3	0.9	x	3	2	x	x	-12	x
Cc1ccccc1NC(=O)CN1C(=S)NC(C)(C)CC1C (configuration not stated)	-6	0.2	0.2	1	3	-7	1	-3	6
CC(=O)Nc1cccc(N(C)S(C)(=O)=O)c1	3	1.2	0.3	-8	1	-12	-11	-2	2
Cc1cccc(-c2nnc(NC(=O)c3ccco3)s2)c1	20	1.3	0.5	1	2	-2	-7	8	-26
COc1ccc(NC(=O)CCN2C(=O)c3ccccc3C2=O)c(OC)c1	-5	0.1	0.1	2	2	-2	9	15	11
O=C(CCN1C(=O)c2ccccc2C1=O)N1CCN(c2ccccn2)CC1	4	0.4	-0.1	-4	1	-1	-3	-1	4
O=C(NCc1ccccn1)C(=O)Nc1cccc2ccccc12	-1	-1.6	-0.4	-4	0	6	2	-13	11
COc1ccc(C(=O)NC(=S)N2CCOCC2)cc1OC	-2	-0.4	x	1	1	12	x	-6	x
COc1ccc(/C=N/NC(=O)CCn2cnc(-c3ccccc3)c2-c2ccccc2)cc1	5	-0.8	-1.3	3	1	-21	1	18	6
COc1cccc2c(N/N=C/c3ccc(O)c(O)c3)cc(C)nc12	2	0.6	0.1	-1	3	1	3	-21	6
COc1ccccc1NC(=S)NC(NC(C)=O)C(Cl)(Cl)Cl (configuration not stated)	-5	0.1	0.2	-5	-1	15	6	-2	20
Cn1ncc(Cl)c1C(=O)N1CCN(C(=O)c2ccco2)CC1	-2	0.7	0.4	2	1	-8	1	-19	-2
COc1ccc(OC)c2c1sc(=NC(=O)C(C)C)n2C	x	-0.5	-2.5	2	-1	-4	-17	-28	11
COc1ccccc1NC(=O)/C(=N/OCc1ccc(C#N)cc1)C(C)=O	1	-0.4	-1.3	-2	3	-5	-7	0	7
CC(=O)Nc1ccc(NC(=O)COC(=O)CCc2nc3ccccc3s2)cc1	-6	0.0	-0.8	-4	1	5	-2	5	0
Cc1cccc(NC(=O)N2CCN(C)c3ncccc32)c1C	0	1.4	-0.2	1	34*	x	x	-1	-22
Cc1nnc(SCC(=O)NCC2CCCCC2)n(N)c1=O	1	0.1	1.0	1	2	5	-12	-1	3
CCOC(=O)/C(C#N)=C/Nc1cc(OC)ccc1OC	2	-0.3	0.4	-2	9	-2	7	1	0

Single records (already shown).
Cc1nnc(SCC(=O)NCC2CCCCC2)n(N)c1=O is listed with D1 potentiator = 1; TRHR ag = 0.1; D2 agonist = 1.0; TRHR enhancer = 1; D1 agonist = 2; RXFP1 antag = 5; D2 antagonist = -12; D1 antag = -1; D2 potentiator = 3
CCOc1ccc(Nc2cc(C)c3ccccc3n2)cc1 is listed with D1 potentiator = 5; TRHR ag = -0.6; D2 agonist = x; TRHR enhancer = -4; D1 agonist = 1; RXFP1 antag = -25; D2 antagonist = x; D1 antag = -3; D2 potentiator = -3
COc1ccc(C(=O)NC(=S)N2CCOCC2)cc1OC is listed with D1 potentiator = -2; TRHR ag = -0.4; D2 agonist = x; TRHR enhancer = 1; D1 agonist = 1; RXFP1 antag = 12; D2 antagonist = x; D1 antag = -6; D2 potentiator = x

The results go on.
SMILES	D1 potentiator	TRHR ag	D2 agonist	TRHR enhancer	D1 agonist	RXFP1 antag	D2 antagonist	D1 antag	D2 potentiator
COc1ccccc1CN(Cc1cc2cc3c(cc2[nH]c1=O)OCCO3)Cc1nnnn1Cc1ccco1	-6	-0.4	-0.3	-4	3	-19	18	0	7
S=c1nc(-c2cc(Cl)ccc2Cl)[nH][nH]1	-5	0.3	x	1	4	18	x	3	x
Cc1nn(CCC(=O)O)c(C)c1C	-3	0.3	0.4	-1	0	-4	-12	4	0
Nc1ccc(S(=O)(=O)c2cccc(N)c2)cc1	-5	0.5	x	-6	1	8	x	-8	x
Cc1cccnc1NC(=O)C(C)N1C(=O)c2ccccc2C1=O (configuration not stated)	-5	0.2	-0.2	-2	3	-3	-9	8	15
COc1ccc(/C=C/CN2CCN(CC(C)C)C(CCO)C2)cc1 (configuration not stated)	0	1.0	0.6	-1	0	9	24	-5	1
CCOC(=O)C(Cc1ccccc1)NC(=O)CCc1c(C)nc2c(c(C)nn2-c2ccc(C)c(C)c2)c1C (configuration not stated)	5	-0.1	3.3	-2	4	x	x	-21	-9
O=C(NCc1ccncc1)C1CCC(=O)N(CCc2ccc(Cl)cc2)C1 (configuration not stated)	1	0.1	0.0	-2	3	-11	3	25	0
CC(C)Oc1ccc(C(=O)NCC(=O)OCC(=O)N(C)Cc2cccs2)cc1	1	-0.4	-2.0	1	0	-13	5	-11	2
COc1ccc(CN(C)C(C)C(=O)N(C)CC(=O)Nc2ccc(C)cc2)cc1F (configuration not stated)	6	0.3	1.0	-12	10	-1	2	-4	-7
COCCNC(=O)c1ccc2c3n(nc2c1)-c1ccc(C)cc1CO3	2	-1.2	-0.4	1	0	x	-9	-12	-1
O=S(=O)(c1ccccc1)N(CC(O)CN1CCCCC1)c1ccccc1 (configuration not stated)	-5	-0.4	0.3	9	4	-13	-14	-7	5
O=C(NCc1cccs1)c1ccc(S(=O)(=O)N2CCCCC2)cc1	0	0.5	x	0	-1	-35	x	3	x
CCCc1cc(C(=O)OC)c(NC(=O)CCCC(=O)O)s1	3	0.1	0.0	36*	2	1	14	-1	-3
COc1cccc(NC(=O)[C@H](CC(C)C)NC(=O)N2CCn3c2nc2ccccc23)c1	3	0.6	1.3	5	2	-8	-2	10	1
CC1(CC(=O)N/N=C/c2ccc(-c3ccc(C(=O)O)cc3)o2)OCCO1	-2	0.4	0.6	11	3	-4	-5	-7	10
O=[N+]([O-])c1ccc(Cl)c(/C=N/N2CCN(Cc3ccccc3)CC2)c1	0	-0.5	-0.3	-4	2	-12	-8	-6	-14
CON1C(=O)C(=O)N(OC)C2CCCCC21 (configuration not stated)	2	1.1	0.6	-2	4	-13	2	-8	-5
COc1ccc(/C=C2\SC(=O)N(CCNC(=O)C3CSC4(C)CCC(=O)N34)C2=O)cc1 (configuration not stated)	-9	-0.3	0.6	-5	1	0	-5	1	6
CC(C(=O)Nc1ccccc1-c1ccccc1)N1CCCCC1 (configuration not stated)	6	-0.5	0.5	-5	3	-18	7	-13	13
COc1cc(OC)c(C(=O)Nc2cccc3ccccc23)cc1OC	2	-0.3	0.1	-7	4	8	11	-3	1
COC(=O)c1ccc(-c2cc(C(=O)O)c3cc4c(cc3n2)OCCO4)cc1	-8	-1.1	0.2	4	2	-8	25	-4	-5
O=[N+]([O-])c1cc([N+](=O)[O-])c(Oc2ccc(F)cc2F)cc1NN1CCCCC1	-4	-1.3	-0.1	-4	2	x	25	7	-4
O=C(NCCc1csc(-c2ccc(C(F)(F)F)cc2)n1)c1cccs1	-4	-0.4	-0.4	2	-2	0	-28	3	-3
CCCCN(CC)CCNC(=O)CCNC(=O)Cn1ccc2ccccc2c1=O	-1	0.6	1.0	6	8	-14	3	3	0

(more compounds)
SMILES	D1 potentiator	TRHR ag	D2 agonist	TRHR enhancer	D1 agonist	RXFP1 antag	D2 antagonist	D1 antag	D2 potentiator
O=C(c1ccncc1)N1CCN(C2CCCCC2)CC1	-2	0.2	-1.0	-1	1	-32	-10	41	1
N=c1n(Cc2ccc(Cl)cc2)c2ccccc2n1CC(O)COc1ccccc1 (configuration not stated)	-3	1.5	2.4	6	68*	u	-7	-6	1
CCn1c(COc2cccc(C)c2)nnc1SCC(=O)Nc1cccc(C(=O)OC)c1	-7	-0.8	0.4	-2	3	-5	-2	-11	-10
COc1ccc(CCNc2nc(C)c(C(C)=O)s2)cc1OC	-3	0.2	-1.6	26	0	11	6	-15	12
CC(=O)Nc1ccc2ccc3cccc4ccc1c2c34	-9	1.2	0.5	1	0	-11	10	-4	-5
COc1ccc(N2C(=O)CC(C3CCCO3)C2=O)cc1 (configuration not stated)	-3	-0.3	-1.6	6	0	13	13	-7	4
O=C(N/N=C/c1cn(-c2cccs2)nc1-c1ccccc1)c1ccccc1Br	-5	1.0	-0.3	-6	3	3	9	6	9
O=C(Nc1cc(Cl)ccc1-n1cncn1)c1cccc(S(=O)(=O)N2CCOCC2)c1	-6	0.3	0.5	7	1	2	13	-16	3
CCN(Cc1ccncc1)C(=O)c1cc(Br)cc(Br)c1O	3	-0.7	-0.5	-8	-2	-15	-1	-6	3
CSCC(C)N1CCC(n2nccc2NC(=O)c2ccc3c(c2)OCO3)CC1 (configuration not stated)	-2	-0.1	0.1	3	0	-4	58*	-11	-1
COc1cccc(C(=O)N(C)C(C)c2nc3ccccc3s2)c1 (configuration not stated)	-8	-0.5	-0.4	5	8	-9	-11	-5	-6
COc1ccccc1NC(=O)c1nnn(CC(=O)Nc2cc(C)cc(C)c2)c1N	2	0.6	13	-7	3	11	13	-4	-11
COc1cccc(C2C(C(N)=O)=C(C)Nc3nc(CCCO)nn32)c1 (configuration not stated)	2&1	0.6&1.3	1.1&1.3	1&4	1&5	5&6	17	0&8	-2&-3
COc1ccc(C(=O)Nc2ccccc2C(=O)OCc2cc(=O)n3nc(C4CC4)sc3n2)cc1	0	1.3	2.7	-3	-2	3	x	3	0
COC(=O)c1ccc(C2c3[nH]c4ccccc4c3C[C@H]3C(=O)N(C4CCN(Cc5ccccc5)CC4)CC(=O)N23)cc1 (some centres not stated)	5	-0.7	0.1	12	5	-2	-30	21	2

By substructure, the entries above containing an aryl thioether with sulfur outside any ring
SMILES	D1 potentiator	TRHR ag	D2 agonist	TRHR enhancer	D1 agonist	RXFP1 antag	D2 antagonist	D1 antag	D2 potentiator
Cc1nnc(SCC(=O)NCC2CCCCC2)n(N)c1=O	1	0.1	1.0	1	2	5	-12	-1	3
CCn1c(COc2cccc(C)c2)nnc1SCC(=O)Nc1cccc(C(=O)OC)c1	-7	-0.8	0.4	-2	3	-5	-2	-11	-10

Compound activity deposited in PubChem by National Center for Advancing Translational Sciences (NCATS).

Rows are unselected; about 7.3% have a hit in one of these screens.
